TPT1 inhibitor: C. albicans TPT1 enzyme inhibition; recombinant caTPT1, FP RNA substrate dephosphorylation; inhibition, % at 5 µM; 300,000 tested, 0.81% active; AID 1962;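 active = inhibition above the mean of all tested compounds plus 3 SD, set per screening campaign, cut at about 24% in these data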;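 note: plate controls were DMSO alone for no effect and ferristatin control at 100 nM for full effect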
PP1 inh: counter-screen for PP5 inhibitors: inhibitors of human PP1-alpha | purified PP1alpha, OMFP fluorescence | inhibition, % at 6.7 µM | 320,000 tested, 0.9% active;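 active = inhibition above the mean inhibition of all tested compounds plus 3 SD, computed separately for each screening campaign, cut at about 15% in these data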
Target sequence (P62136 whole entry, looked up): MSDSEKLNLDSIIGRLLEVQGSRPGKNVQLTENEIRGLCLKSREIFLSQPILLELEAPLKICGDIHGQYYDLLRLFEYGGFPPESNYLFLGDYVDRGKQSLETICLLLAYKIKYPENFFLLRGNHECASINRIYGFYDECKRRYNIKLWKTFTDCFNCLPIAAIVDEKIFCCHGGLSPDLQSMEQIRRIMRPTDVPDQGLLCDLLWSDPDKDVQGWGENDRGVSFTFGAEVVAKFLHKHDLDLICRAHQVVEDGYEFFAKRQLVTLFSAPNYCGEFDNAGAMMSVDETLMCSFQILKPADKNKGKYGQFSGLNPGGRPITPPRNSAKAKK
EBNA-1 inh: blocks EBNA-1 binding to DNA; 300,000 tested, 0.34% active; EBNA-1 DNA binding, fluorescence polarization; inhibition, % at 14.8 µM; in the data active = inhibition above about 28%
Yeast superoxide: caloric restriction mimetics inhibiting age-related superoxide in yeast; S. cerevisiae aged cells, superoxide DHE fluorescence; active compounds read low; superoxide response (% of plate mean), % at 10 µM; 330,000 tested, 0.18% active; AID 2690;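 active = superoxide response under a set limit, about three screen SD below normal, cut at about 65% in these data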;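 note: yeast aged for seven days with compound at 30 °C before DHE staining; 100% = average MFI of all compound-treated wells on the plate with controls excluded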
GASC-1 inh: human JMJD2C demethylase inhibition. GST-JMJD2C(1-420) H3K9me3 demethylation, DELFIA europium. inhibition, % at 2.35 µM. 330,000 tested, 0.069% active. AID 2099;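 active = more than half of a compound's replicate wells show inhibition beyond 50%, single wells judged on their own value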;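 note: signal counts dimethyl H3K9 product captured on neutravidin plate; 0% = median of DMSO wells and 100% = 0.3 times that DMSO median; strong numbers were not always called active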
Target sequence (Q9H3R0 1-420 limits assumed): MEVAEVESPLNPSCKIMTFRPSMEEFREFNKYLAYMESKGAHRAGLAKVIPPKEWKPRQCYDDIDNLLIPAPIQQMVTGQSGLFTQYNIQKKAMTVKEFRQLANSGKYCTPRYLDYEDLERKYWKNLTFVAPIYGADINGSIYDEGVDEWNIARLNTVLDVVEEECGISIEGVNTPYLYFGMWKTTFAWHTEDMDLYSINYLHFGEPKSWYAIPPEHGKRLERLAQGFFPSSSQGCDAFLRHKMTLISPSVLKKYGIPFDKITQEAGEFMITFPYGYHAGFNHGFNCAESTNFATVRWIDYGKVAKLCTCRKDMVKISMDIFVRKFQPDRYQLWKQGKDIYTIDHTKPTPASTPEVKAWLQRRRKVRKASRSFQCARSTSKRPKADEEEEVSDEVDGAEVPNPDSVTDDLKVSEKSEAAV
CTSL1 counter: blocks F. hepatica cathepsin L1 in PFM18AAP counter-screen; recombinant F. hepatica cathepsin L1, Z-Leu-Arg-MCA fluorescence; inhibition, % at 5.96 µM; 300,000 tested, 0.49% active; AID 1906;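 active = inhibition above the mean of all tested compounds plus 3 SD, set per screening campaign, cut at about 17% in these data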;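 note: 0% = plate median of test compound wells and 100% = 1 µM Z-Phe-Ala-diazomethylketone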
core dimer inh: HCV core protein dimerization inhibition; inhibition, % at 5 µM; 300,000 tested, 0.33% active; TR-FRET GST/Flag-core106 dimerization, 1536-well; AID 1899;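 active = inhibition above the mean of all tested compounds plus 3 SD, set per screening campaign, cut at about 45% in these data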
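Assay system: GST-tagged and Flag-tagged HCV core protein residues 1-106 / Times: compound-protein-antibody incubation 4 h at 22.5 °C / Signal: time-resolved FRET, ex 340 nm, em 617 and 671 nm / Evaluation: % inhibition based on acceptor/donor emission ratio / Benchmarks: wells lacking GST-core106 and wells with excess unlabelled core106 / Repeats: singlicate, one well per compound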
ZTA DNA inh: ZTA (EBV) inhibition in EBNA-1 counter-screen; P03206; ZTA-DNA binding, fluorescence polarization; inhibition, % at 11 µM; 320,000 tested, 0.15% active; AID 2234; in the data active = inhibition above about 33%
Target sequence (P03206 whole entry, looked up): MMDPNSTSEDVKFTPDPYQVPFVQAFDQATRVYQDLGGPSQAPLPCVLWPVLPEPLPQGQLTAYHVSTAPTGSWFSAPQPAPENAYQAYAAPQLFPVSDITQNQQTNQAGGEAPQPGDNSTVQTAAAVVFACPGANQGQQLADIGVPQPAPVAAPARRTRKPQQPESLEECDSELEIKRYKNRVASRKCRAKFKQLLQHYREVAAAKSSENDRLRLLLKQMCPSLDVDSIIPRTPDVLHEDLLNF
PP5 inh: PP5 (human) phosphatase inhibition. P53041. purified PP5c, OMFP substrate fluorescence. inhibition, % at 6.7 µM. 320,000 tested, 0.18% active. AID 1987;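 active = inhibition above the campaign's mean inhibition across all tested compounds plus 3 SD, cut at about 9.5% in these data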;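 note: 0% = DMSO only and 100% = 100 µM cantharidin control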
An asterisk follows results filed as active; . = not tested or not shown.

A first look, three compounds:
SMILES	TPT1 inhibitor	PP1 inh	EBNA-1 inh	Yeast superoxide	GASC-1 inh	CTSL1 counter	core dimer inh	ZTA DNA inh	PP5 inh
CCN1CCCC1CNc1ncnc2c1[nH]c1ccc(Cl)cc12 (stereo not drawn)	1	-1	-4	100	-7	7	-2	-1	4.3
CCCc1noc2c1/C(=N\O)CCC2	0	-1	-9	87	22	0	-4	-17	0.3
CC(C)NC(=O)CSc1nnc(-c2ccco2)n1N	2	-2	-5	111	-7	3	3	6	-1.8

The list itself, previewed entries included:
SMILES	TPT1 inhibitor	PP1 inh	EBNA-1 inh	Yeast superoxide	GASC-1 inh	CTSL1 counter	core dimer inh	ZTA DNA inh	PP5 inh
CCN1CCCC1CNc1ncnc2c1[nH]c1ccc(Cl)cc12 (stereo not drawn)	1	-1	-4	100	-7	7	-2	-1	4.3
CCCc1noc2c1/C(=N\O)CCC2	0	-1	-9	87	22	0	-4	-17	0.3
CC(C)NC(=O)CSc1nnc(-c2ccco2)n1N	2	-2	-5	111	-7	3	3	6	-1.8
C=C1CSc2nc(=O)c3c4c(sc3n21)CCCC4	0	2	0	120	-14	3	32	6	-2.4
COc1cc(OC)cc(-c2c(-c3cccs3)c3cc(-c4cccc5[nH]ccc45)ccc3n2C)c1	.	-10	.	70	1	.	.	6	-0.8
CC(C)NC(=O)COCc1cc(-c2ccc3c(c2)OCO3)on1	-3	1	-5	74	6	-2	-7	-1	3.0
Oc1ccc2ccccc2c1N=Nc1nccs1	-11	6	-14	79	-12	3	-30	1	-3.4
COc1cc2c(cc1OC)C(c1ccccc1)N(C(=O)c1cccc(S(C)(=O)=O)c1)CC2 (stereo not drawn)	-1	-1	5	101	20	4	1	11	1.1
N#Cc1cc([N+](=O)[O-])ccc1NCCN1CCOCC1	-4	-3	8	89	7	2	3	6	-2.2
CC(C)CC(=O)NC(NC(=O)CC(C)C)c1cccc([N+](=O)[O-])c1	-4	-3	-6	109	2	2	-7	-9	0.9
CC(C)C(NC(=O)OCc1ccccc1)C(=O)NC(Cc1ccc(O)cc1)C(=O)O (stereo not drawn)	-2	0	5	107	-14	12	10	0	-1.2
CC(C)Oc1ccc(/C(O)=C2/C(=O)C(=O)N(CCCn3ccnc3)C2c2cccnc2)cc1 (stereo not drawn)	-1	-2	4	106	4	-2	0	12	-0.5
O=C(CSc1nnc(-c2ccncc2)o1)NCc1ccccc1Cl	-2	-1	5	95	-1	6	8	5	0.6
COc1ccc(N2CCN(CCNC(=O)Nc3cccc(C)c3C)CC2)cc1	-2	0	1	101	0	1	-5	-5	0.9
CC(/C=C/c1ccco1)=N\NC(=O)CNc1ccc2ccccc2c1	1	2	3	88	4	3	7	3	2.1
CCSc1nc(=O)n(-c2ccccc2)c(C)c1C(C)=O	2	2	-7	90	5	7	6	-2	-6.9
COc1ccc(CNC(=O)C2CCCN2S(=O)(=O)c2ccc(C)cc2)cc1 (stereo not drawn)	0	-3	5	98	7	2	-6	15	-0.9
CC(NC(=O)c1ccccc1[N+](=O)[O-])C1CC2CCC1C2 (stereo not drawn)	-2	0	-1	110	42	-2	-1	-5	1.7
O=C(Cn1c(=O)oc2cc(S(=O)(=O)N3CCOCC3)ccc21)N1CCc2ccccc2C1	-5	-1	10	108	5	0	-13	3	2.6
CCn1c2ccccc2c2cc(NC(=O)N3CCOCC3)ccc21	6	0	-1	97	-3	1	-14	-6	3.4
COc1ccccc1CNS(=O)(=O)c1ccc(-n2cnnn2)c(OC)c1	2	1	-17	98	9	-2	-1	1	2.2
O=C(Cn1c(C(F)(F)F)nc2ccccc21)N/N=C/c1ccco1	0	-3	1	106	-12	12	1	14	-2.9
COc1ccc(N2C(=O)CC(NNC(=O)c3cc(C)oc3C)C2=O)cc1 (stereo not drawn)	-2	-4	12	104	-2	5	1	22	-0.9
COC(=O)c1cc(-c2ccc(S(=O)(=O)N3CCCC3)cc2)c(C(F)(F)F)s1	0	-3	0	79	1	1	6	-9	-0.1
O=C(O)c1cccnc1Sc1ncnc2sc3c(c12)CCC3	-2	-3	-4	101	8	-1	-1	17	-1.3
CCN1C(=O)CC2(C[N+]3(C)CCC2CC3)C1=O (stereo not drawn)	-2	-6	17	99	-10	2	6	10	0.2
O=C(CN1CCN(c2ccccn2)CC1)Nc1cccc(F)c1	-4	-1	-5	101	-17	-5	-9	-4	3.6
CC1(C)Cc2nc3scc(NC(=O)c4ccccc4)c3cc2CO1	-2	-2	2	100	2	-3	0	0	-1.6
CN1CCN(CCn2c(=S)[nH]c3ccccc3c2=O)CC1	-1	-2	13	109	10	-6	-1	12	-0.5
CC(/C=C/c1ccccc1)=N/NC(=O)CNC(=O)c1ccc2c(c1)OCO2	-1	1	8	97	2	3	-4	-14	-0.9

An excerpt from above in order of length of the SMILES, ascending.
SMILES	TPT1 inhibitor	PP1 inh	EBNA-1 inh	Yeast superoxide	GASC-1 inh	CTSL1 counter	core dimer inh	ZTA DNA inh	PP5 inh
O=C(O)c1cccnc1Sc1ncnc2sc3c(c12)CCC3	-2	-3	-4	101	8	-1	-1	17	-1.3
CN1CCN(CCn2c(=S)[nH]c3ccccc3c2=O)CC1	-1	-2	13	109	10	-6	-1	12	-0.5
CC1(C)Cc2nc3scc(NC(=O)c4ccccc4)c3cc2CO1	-2	-2	2	100	2	-3	0	0	-1.6

Next structures follow.
SMILES	TPT1 inhibitor	PP1 inh	EBNA-1 inh	Yeast superoxide	GASC-1 inh	CTSL1 counter	core dimer inh	ZTA DNA inh	PP5 inh
Cc1cc(C(=O)NCc2ccco2)cs1	1	0	3	107	21	0	2	6	-0.3
CC1CCCN(c2nc3c(c(=O)[nH]c(=O)n3C)n2Cc2ccccc2Cl)C1 (stereo not drawn)	-2	3	5	102	-1	4	5	-3	2.9
Cc1cccc(CCNC(=O)C2CCN(S(=O)(=O)c3ccccc3)CC2)c1	2	0	-2	102	-20	3	-1	-3	-0.6
Cc1cc(NC(=O)CSc2nnc3c4c(C)c(C)sc4ncn23)no1	2	-2	11	104	-1	2	3	-1	-0.4
COC(=O)c1cc(C(=O)N(Cc2ccccc2)c2ccccn2)cc([N+](=O)[O-])c1	2	-5	9	122	2	-3	0	-1	3.7
CC(=O)Nc1cccc(NC(=O)c2cccc(S(=O)(=O)N3CCN(Cc4ccccc4)CC3)c2)c1	-2	0	-11	105	-8	11	0	-21	2.6
Cc1cc(Br)ccc1NC(=O)CN(C)C(=O)Cn1c(=O)cnc2ccccc21	0	-4	-2	93	8	1	-4	11	1.4
CCCNc1cc(C)c(C#N)c2nc3ccccc3n12	4	-4	-10	99	-7	1	-8	14	2.9
Cc1cccc(NC(=O)CCCNC(=O)c2ccc(Cl)cc2)n1	0	-4	-1	94	2	2	-2	-5	0.3
Cc1ccc(C)c2[nH]c(=O)c(CN(Cc3cccs3)C(=S)NCc3ccco3)cc12	5	9	-2	104	-2	-1	19	7	3.6
COc1ccccc1/C=C/CN1CCC(CO)(Cc2ccccc2)CC1	-3	-5	-7	111	-1	1	-9	-26	2.5
CN1CCN(C(=O)CNC(=O)Cc2ccc(Cl)cc2)CC1	1	-2	3	101	-4	-3	0	7	1.7
C=CCC1(C(=O)N(C)Cc2ccccc2)CCN(C(=O)OC(C)(C)C)CC1	-2	-1	-2	.	0	1	5	6	4.0
CCOc1ccc(CNCc2ccccc2Cl)cc1	-2	9	5	102	-3	0	1	10	-0.5
CC(=O)Nc1ccc(S(=O)(=O)Oc2ccc(N3C(=O)C4CCCCC4C3=O)cc2)cc1 (stereo not drawn)	0	0	6	103	-26	2	2	6	2.8
COc1cc(C(=O)OC(C)C(=O)NC2CCCCC2C)c([N+](=O)[O-])cc1OC (stereo not drawn)	-5	-1	-3	107	-2	-1	2	-5	1.3
COc1ccccc1OCCNC(=O)CCNC(=O)c1ccccc1OC	.	-4	.	91	0	.	.	0	-4.0
Cc1c(Nc2nc3ccccc3nc2NS(=O)(=O)c2cccs2)c(=O)n(-c2ccccc2)n1C	0	3	4	112	5	-1	-3	-9	0.7
CCc1ccc(Nc2cc(=O)n(C3CCCCC3)c(=O)[nH]2)cc1	2	2	-19	103	-34	1	3	14	4.0
Cn1c2ccccc2c(=O)c2ccc(-c3ccc4c(c3)OCO4)cc21	1	6	11	105	9	6	20	9	0.1
CC1CCN(CCNC(=O)CN(C)S(=O)(=O)c2cccc3nsnc23)CC1	-1	-4	-1	98	1	4	1	4	1.3
CC(C)(C)NC(=O)C1CCCN(S(=O)(=O)c2cccc3cccnc23)C1 (stereo not drawn)	-1	-2	7	93	4	-6	-12	13	-3.3
COc1ccc(NC(=O)c2ccc(Cc3ccc(C)cc3)o2)cc1	0	-2	0	90	-2	4	0	-20	5.7
N#CCCN(C1CCCCC1)S(=O)(=O)c1cccc2nsnc12	-2	-2	5	95	-13	6	-5	8	-2.0
Cc1ccc(-c2nn(-c3cccc(F)c3)cc2CNCc2cccnc2)o1	7	3	12	90	7	-2	5	5	-0.5
CC(c1nc2ccccc2c(=O)[nH]1)N(C)c1ccc2ccccc2c1 (stereo not drawn)	-21	1	-11	128	-8	1	-8	-2	6.0
O=[N+]([O-])c1cc(C(F)(F)F)ccc1NC1CCN(Cc2ccccc2)CC1	-3	-1	2	98	-4	0	-4	-16	0.1
O=C(O)Cc1sc(NCCc2ccccc2)nc1-c1ccc(F)cc1	27*	-1	-5	97	-36	2	4	-1	-1.4
CC1CCCCN1CCCNC(=O)C1CCN(c2nnc(-n3cccc3)s2)CC1 (stereo not drawn)	1	-3	-2	115	-12	4	-2	13	1.4
CCOc1cc(C=C(C#N)C#N)ccc1Oc1ccc([N+](=O)[O-])cn1	0	1	-2	101	6	-1	2	11	-2.1
O=C(c1c(F)cccc1F)N1CCCc2ccccc21	-1	-9	-3	100	-16	1	3	-13	4.3
NS(=O)(=O)c1ccc(CNC(=S)NC2CCCCC2)cc1	3	-2	6	97	-1	-3	2	-3	-3.2
C#CCOCCOCCOCCNc1nc(N2CCN(C(=O)C([C@@H](C)CC)n3cc(C(N)Cc4ccc(O)cc4)nn3)CC2)nc(N2CCN(C(=O)[C@H](CCC(=O)O)n3cc(C(N)CO)nn3)CC2)n1 (stereo partly drawn)	0	3	1	100	0	6	-2	5	2.7
CN(C)c1ccc(/C=[N+](\[O-])C2N(c3ccccc3)C(=S)SC2(C)C)cc1 (stereo not drawn)	-5	5	0	107	-2	4	-5	-16	2.0
Cc1ccccc1-c1nc(CS(=O)(=O)CC(=O)NCCCN2C(C)CCCC2C)c(C)o1 (stereo not drawn)	7	-1	-2	121	1	-1	-15	17	1.9
COc1ccc2cc(C(=O)C3CCCN(Cc4cnc(N5CCOCC5)s4)C3)ccc2c1 (stereo not drawn)	-5	0	1	97	-1	-4	-3	-11	-0.5
Cc1cc(=O)[nH]c2ccccc12	-1	-7	-3	109	2	1	6	7	3.9
CC1(C)CC(=O)C2=C(C1)Nc1ccccc1[S@]2=O	-1	-6	-4	93	-6	-3	-4	0	0.4
O=C1COc2ccc(NC(=O)c3ccccc3C(=O)O)cc2N1	-3	0	12	99	-10	3	0	-4	-1.2
Cc1ccc(-n2ncc(-c3nnc(SCC(=O)NC4CCCC4)o3)c2N)cc1C	-3	1	9	89	2	3	-3	-5	-1.4
O=C(CSc1n[nH]c(=O)n1-c1ccccc1)Nc1ccccc1	-4	-1	15	92	4	0	-3	-17	1.3
COc1nc(N(C)C)nc(N2CC(=O)N(CCNS(=O)(=O)c3ccc(C)cc3)C2=N)n1	0	-11	-5	102	0	3	0	-11	-9.8
CCCCCC(CC(=O)NO)C(=O)NC(C(=O)N1CCCC1CO)C(C)C (stereo not drawn)	-2	-3	10	107	8	4	1	7	0.2

High-throughput results: PubChem, several laboratories
